# Source: PubChem BioAssay (Broad Institute)
# STK33 inh: inhibitors of purified STK33 kinase, primary screen, biochemical, ADP-Glo luminescence, homogeneous, cell-free; hit rate 0.073% among 320,000; MBP phosphorylation; inhibition, % at 10 µM; Serine/threonine-protein kinase 33 (Homo sapiens), Q9BYT3;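 active = inhibition at or above 25%, using the most active replicate where run in duplicate; inactive = inhibition below 25%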
# Target sequence (Q9BYT3 whole entry, looked up): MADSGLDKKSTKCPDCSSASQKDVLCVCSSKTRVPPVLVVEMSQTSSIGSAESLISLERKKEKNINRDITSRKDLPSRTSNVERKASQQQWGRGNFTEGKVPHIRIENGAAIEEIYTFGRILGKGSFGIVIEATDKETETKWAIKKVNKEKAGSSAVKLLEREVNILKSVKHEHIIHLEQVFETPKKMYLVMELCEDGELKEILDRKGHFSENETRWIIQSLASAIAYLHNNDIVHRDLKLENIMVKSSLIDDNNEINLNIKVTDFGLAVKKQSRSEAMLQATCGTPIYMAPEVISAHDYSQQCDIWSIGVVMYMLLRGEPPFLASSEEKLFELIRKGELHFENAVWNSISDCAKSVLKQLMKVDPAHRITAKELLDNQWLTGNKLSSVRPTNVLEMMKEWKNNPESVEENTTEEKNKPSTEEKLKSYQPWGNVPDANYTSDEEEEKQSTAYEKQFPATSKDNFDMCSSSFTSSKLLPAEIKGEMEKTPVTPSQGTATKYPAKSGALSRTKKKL
# An asterisk follows results filed as active.
SMILES,STK33 inh
CC(=O)Nc1ccc(S(=O)(=O)N2CCC(C(=O)NCCc3c[nH]c4ccccc34)CC2)cc1,-0.3
COc1ccc(OC)c(S(=O)(=O)N2CCN(c3ccc(F)cc3)CC2)c1,-0.9
Cc1cc(C)c(S(=O)(=O)N2CCCC2=O)c(C)c1N(C)S(C)(=O)=O,-13.2
Nc1ccccc1C(=O)N1CCC(O)(c2ccc(Cl)cc2)CC1,1.8
C/C(=N\NC(=O)Cc1ccc([N+](=O)[O-])cc1)c1cccnc1,-1.3
CCN(CC)c1ccc(/C=C2\SC(N)=NC2=O)cc1,0.2
O=C(Nc1cc(Cl)ccc1O)C1CC(c2ccccc2Cl)=NO1 (stereo unspecified),0.9
COc1ccc(CN2CCC(N3CC(C)OC(C)C3)CC2)c(OC)c1 (stereo unspecified),0.4
COc1ccccc1OCCn1cc(C=O)c2ccccc21,-0.8
CC(=O)c1ccc(S(=O)(=O)N(C)C(C)CCc2ccco2)cc1 (stereo unspecified),-0.2
Cc1cc(OCC(=O)N(C)Cc2ccccc2)ccc1Br,-0.7
CCNC(=O)N1CCCC(C(=O)c2ccc(-c3ccccc3)cc2)C1 (stereo unspecified),0.0
O=C(O)Cn1c(=O)c2c3c(sc2n(Cc2ccc(Cl)cc2Cl)c1=O)CCCC3,1.0
CC1(C)Cc2c(cnn2-c2cccc(F)c2)C(NC(=O)Cn2cccn2)C1 (stereo unspecified),-1.9
COc1ccc(CCNC(=O)c2ccc(Br)cc2)cc1,0.3
CCCCCOC(=O)C1=C(C)NC(=O)NC1c1ccccc1 (stereo unspecified),-22.2
Cc1c(O)ccc2c(CC(=O)N[C@@H](Cc3ccc(O)cc3)C(=O)O)cc(=O)oc12,-0.1
Cn1nccc1C(=O)N1CCCC(N2CCN(Cc3ccc4c(c3)OCO4)CC2)C1 (stereo unspecified),0.6
CC(=O)c1ccc(NC(=O)c2cc(CC(C)C)nc3ccccc23)cc1,-0.7
c1ccc(CCCN2CCOCC2)cc1,-1.9

# An excerpt from above in order of SMILES length, ascending.
SMILES,STK33 inh
COc1ccccc1OCCn1cc(C=O)c2ccccc21,-0.8
COc1ccc(CN2CCC(N3CC(C)OC(C)C3)CC2)c(OC)c1 (stereo unspecified),0.4
CCNC(=O)N1CCCC(C(=O)c2ccc(-c3ccccc3)cc2)C1 (stereo unspecified),0.0
COc1ccc(OC)c(S(=O)(=O)N2CCN(c3ccc(F)cc3)CC2)c1,-0.9
Cc1cc(C)c(S(=O)(=O)N2CCCC2=O)c(C)c1N(C)S(C)(=O)=O,-13.2
Cc1c(O)ccc2c(CC(=O)N[C@@H](Cc3ccc(O)cc3)C(=O)O)cc(=O)oc12,-0.1

# Later entries.
SMILES,STK33 inh
O=c1c2ccccc2oc2cc(OCc3ccc(F)cc3)cc(O)c12,-1.9
C/C(=N\NC(=O)c1ccncc1)c1cccc(NC(=O)c2ccc(Cl)s2)c1,1.3
COc1cc(/C=C2\SC(=S)N(NC(=O)c3cccc(O)c3)C2=O)ccc1O,0.5
COc1cccc2[nH]c3c(=O)[nH]cnc3c12,2.8
COc1ccc(C(OCC(O)CNCCc2ccccc2)c2ccc(OC)cc2)cc1 (stereo unspecified),0.4
C/C(O)=c1/c(=O)nc2cccc3c2=c1c1ccccc1c3=O,6.9
OCCCNc1ncnc2scc(-c3ccc(Cl)cc3)c12,1.4
O=C(N/N=C\c1cccc(F)c1)c1ccc(-c2ccccc2)cc1,0.2
COc1ccc(CC(=O)N/N=C(\C)c2cccs2)cc1OC,2.1
Cc1cccc(OCCCCCN2CCOCC2)c1,-0.6
Cc1ccccc1Nc1ccc([N+](=O)[O-])cn1,0.0
O=C(N/N=C/c1cccnc1)c1cc(-c2ccc(Br)cc2)nc2ccccc12,0.8
O=c1[nH]c(/C=C/c2ccccc2)c([N+](=O)[O-])c(=O)[nH]1,-16.7
O=C(NCCc1ccccc1)C1CCC(=O)N(Cc2cccc(C(F)(F)F)c2)C1 (stereo unspecified),-0.3
Cc1c(O)nc(SCC(=O)Nc2cccc(C(F)(F)F)c2)n(-c2ccccc2)c1=O,-0.9
COC(=O)C1=CN(Cc2ccc(OC)c(OC)c2)C=C(C(=O)OC)C1c1ccccc1F,-0.2
COc1ccc(NC(C)C(=O)N/N=C/c2c(O)ccc3ccccc23)cc1 (stereo unspecified),-2.0
Cc1cc(C)c(OCCCCCn2ccnc2)c(C)c1,0.5
COc1cc(CN2CCN(CC#Cc3ccccc3)CC2CCO)cc(OC)c1 (stereo unspecified),-0.8
COC(=O)c1c(NC(=S)NNS(=O)(=O)c2ccc(OC)cc2OC)sc2c1CCCCCC2,-1.1

# Part of the list above in another layout.
Structure	STK33 inh
CCNC(=O)N1CCCC(C(=O)c2ccc(-c3ccccc3)cc2)C1 (stereo unspecified)	0.0
O=C(O)Cn1c(=O)c2c3c(sc2n(Cc2ccc(Cl)cc2Cl)c1=O)CCCC3	1.0
CC1(C)Cc2c(cnn2-c2cccc(F)c2)C(NC(=O)Cn2cccn2)C1 (stereo unspecified)	-1.9
COc1ccc(CCNC(=O)c2ccc(Br)cc2)cc1	0.3

# The results go on:
SMILES,STK33 inh
O=C(Nc1ccc(S(=O)(=O)Nc2ncccn2)cc1)c1cccc(Br)c1,-2.3
Cc1cc(Cl)ccc1C(=O)C1CCCN(C(=O)CN2CCOC2=O)C1 (stereo unspecified),-0.2
Cc1cccc(-c2cccc(NC(=O)C3CCCN(C(=O)c4cccnc4)C3)c2)c1 (stereo unspecified),-0.6
COc1ccccc1CN1CC(C(=O)NCCn2nc(C)cc2C)CCC1=O (stereo unspecified),-0.9
Cc1nc(N)c(C#N)c(-c2ccc3c(c2)OCO3)c1C,-1.3
O=C(NN1CCOCC1)c1ccc([N+](=O)[O-])cc1,-0.8
COc1ccc(CC(=O)NCC2CCCN(Cc3ccccc3Cl)C2)cc1 (stereo unspecified),-1.5
O=C(O)c1cccc(N2C(=O)c3cccc4cccc(c34)C2=O)c1,0.1

# Grouped by structure, those above with four or more nitrogen atoms (eight)
SMILES,STK33 inh
CC(=O)Nc1ccc(S(=O)(=O)N2CCC(C(=O)NCCc3c[nH]c4ccccc34)CC2)cc1,-0.3
C/C(=N\NC(=O)Cc1ccc([N+](=O)[O-])cc1)c1cccnc1,-1.3
CC1(C)Cc2c(cnn2-c2cccc(F)c2)C(NC(=O)Cn2cccn2)C1 (stereo unspecified),-1.9
Cn1nccc1C(=O)N1CCCC(N2CCN(Cc3ccc4c(c3)OCO4)CC2)C1 (stereo unspecified),0.6
C/C(=N\NC(=O)c1ccncc1)c1cccc(NC(=O)c2ccc(Cl)s2)c1,1.3
O=C(N/N=C/c1cccnc1)c1cc(-c2ccc(Br)cc2)nc2ccccc12,0.8
O=C(Nc1ccc(S(=O)(=O)Nc2ncccn2)cc1)c1cccc(Br)c1,-2.3
COc1ccccc1CN1CC(C(=O)NCCn2nc(C)cc2C)CCC1=O (stereo unspecified),-0.9

# Only part of the results is shown (hit frequency here may not be typical).
